Bioassay records (PubChem BioAssay)
OX1R antag-1: OX1R (HCRTR1) antagonists, primary screen, fluorescence, CHO/OX1R cells, Fluo-8 calcium, orexin A; 0.43% of 330,000 active; AID 434989, 2010; inhibition, % at 5 µM; Fluo-8 calcium fluorescence; Orexin/Hypocretin receptor type 1 (Homo sapiens), O43613;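 active means inhibition above its plate's threshold, mean inhibition of all tested compounds on the plate plus 3 SD, cut at about 37% in these data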;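 further: 0% = orexin A challenge wells and 100% = SB-334867-A antagonist wells; not every result past the cut was called active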
Target sequence (O43613 whole entry, looked up): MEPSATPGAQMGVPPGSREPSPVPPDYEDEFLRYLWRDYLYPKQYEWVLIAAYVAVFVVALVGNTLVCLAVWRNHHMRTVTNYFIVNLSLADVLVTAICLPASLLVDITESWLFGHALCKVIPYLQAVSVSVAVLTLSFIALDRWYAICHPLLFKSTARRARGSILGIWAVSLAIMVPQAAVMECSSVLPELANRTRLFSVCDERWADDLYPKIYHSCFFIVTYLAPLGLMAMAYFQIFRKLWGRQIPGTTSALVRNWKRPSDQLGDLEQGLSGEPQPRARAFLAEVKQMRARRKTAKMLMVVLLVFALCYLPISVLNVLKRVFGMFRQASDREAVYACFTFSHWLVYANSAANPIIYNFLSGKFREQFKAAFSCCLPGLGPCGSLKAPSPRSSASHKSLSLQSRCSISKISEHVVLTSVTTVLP
CHT allo act: CHT positive allosteric modulators, primary screen, cell-based, membrane potential dye, choline EC20. AID 488977, 2010. CHT-expressing cells; hits give high values; LV-AA mutant CHT in HEK293 cells. 0.49% of 310,000 active. B-score at 10 µM. High affinity choline transporter 1 (Homo sapiens), Q9GZV3;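 active means initial fluorescence not abnormally high and integrated response B-score, plate-corrected, over 3 SD above library mean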
Target sequence (Q9GZV3 whole entry, looked up): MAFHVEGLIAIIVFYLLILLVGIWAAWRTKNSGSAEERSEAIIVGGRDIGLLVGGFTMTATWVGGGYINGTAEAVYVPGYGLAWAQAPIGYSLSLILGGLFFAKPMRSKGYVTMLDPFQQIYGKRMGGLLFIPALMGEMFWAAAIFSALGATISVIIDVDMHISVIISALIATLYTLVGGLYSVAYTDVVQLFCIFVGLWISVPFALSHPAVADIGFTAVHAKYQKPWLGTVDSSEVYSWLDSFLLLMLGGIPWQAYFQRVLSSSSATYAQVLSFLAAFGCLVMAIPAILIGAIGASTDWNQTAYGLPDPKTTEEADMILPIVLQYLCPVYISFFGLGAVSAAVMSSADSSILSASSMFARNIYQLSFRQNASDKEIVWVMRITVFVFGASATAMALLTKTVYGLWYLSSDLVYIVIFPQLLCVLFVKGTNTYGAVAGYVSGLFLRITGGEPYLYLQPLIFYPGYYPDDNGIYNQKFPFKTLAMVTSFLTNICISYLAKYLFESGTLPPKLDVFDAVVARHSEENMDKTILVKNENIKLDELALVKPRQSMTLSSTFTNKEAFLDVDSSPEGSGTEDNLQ
OX1R antag-2: antagonists of human orexin 1 receptor (OX1R); Orexin/Hypocretin receptor type 1 (Homo sapiens), O43613; OX1R-expressing cells, FRET antagonist read-out; inhibition, % at 6.6 µM; 1.8% of 330,000 active; AID 485270, 2010; in the data active means inhibition mostly above about 38%, no sharp cut-off; inactive means mostly below about 40%;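 further: 0% = agonist challenge alone and 100% = reference antagonist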
Numbers without * were called inactive; i = inactive; . = not tested or not shown. No enrichment for hits, and some 2.5% of all compounds hit somewhere here.

smiles	OX1R antag-1	CHT allo act	OX1R antag-2
Cc1ccc(CS(=O)(=O)Cc2ccc(C(=O)NCc3cccs3)o2)cc1	-21	i	12
CCCC(C(=O)NCc1ccco1)N(Cc1ccco1)C(=O)CNS(=O)(=O)c1ccccc1 (centres undefined)	-25	i	24
O=C(Nc1ccc(C(F)(F)F)cc1)c1ccc2nc[nH]c2c1	-5	i	16
O=S(=O)(c1cnc[nH]1)N1CCN(C(c2ccc(F)cc2)c2ccc(F)cc2)CC1	-3	i	6
COCc1cccc(NC(=O)CCc2ccccc2)c1	-12	i	11
COc1cccc(/C=C/c2ccc3cccc(O)c3n2)c1OC	-14	i	9
Cc1cccc(C)c1-n1ncc(C(=O)NC2CCCC2)c1C1CCNCC1	-14	i	18
COc1cccc(/C=N/NC(=O)c2c(C)nc3ccc(Br)cn23)c1	-32	i	3
CN(C)c1nc(=NCc2ccco2)ss1	1	i	-3
Cc1cc(/C=C2\C(=N)N3N=C(CC(=O)N4CCOCC4)SC3=NC2=O)c(C)n1-c1ccccc1	-17	i	21
O=C1c2ccccc2C(O)N1CCN1CCOCC1 (centres undefined)	-17	i	12
Cc1ccc(C(C(=O)NC2CCCCC2)N(C(=O)Cc2c[nH]c3ccccc23)c2ccccc2C)o1 (centres undefined)	-20	i	9
Oc1cccc2c(NC(=S)Nc3ccc(OC(F)F)cc3)cccc12	-4	i	21
CC(C)Nc1nc(NC(C)C)nc(OCCOC(=O)Nc2ccccc2)n1	-23	i	20
Cc1cc(C(=O)N/N=C/c2ccc(-c3cccc(Cl)c3)o2)n[nH]1	-6	i	4
CCOc1ccc2cc(C#N)c(SCC(=O)OC)nc2c1	-11	i	12
COc1cccc(OCCNS(=O)(=O)c2ccccc2[N+](=O)[O-])c1	16	.	11
O=C(CCCOc1ccc(Cl)cc1Cl)N/N=C/c1ccccc1	-22	i	14
O=C(Nc1cccc(NC(=O)c2ccc3c(c2)OCO3)c1)c1ccccc1	-33	i	23
CC(=O)c1ccc(N2CCN(C(=O)CCCn3c(=O)[nH]c4ccccc4c3=O)CC2)cc1	-22	i	31
Cc1cc(C(=O)N2CCCC(N3CCN(c4cccc(C(F)(F)F)c4)CC3)C2)nn1C (centres undefined)	-31	i	-1
Cc1c(NC(=O)C(C)OC(=O)C23CC4CC(CC(Br)(C4)C2)C3)c(=O)n(-c2ccccc2)n1C (centres undefined)	-8	i	17
COC(=O)CCCC(=O)N1CCCC(C(=O)c2ccc(-c3ccccc3)cc2)C1 (centres undefined)	-36	i	12
CCCN1C(=O)C2(SC(NC(C)=O)=NN2C(C)=O)c2cc(C)cc(C)c21 (centres undefined)	-17	i	4
CC1(C)CC(=O)NC=C(c2ccccc2)C1	-18	i	11
Cc1cc(C)n(C(=O)c2cccc([N+](=O)[O-])c2C)n1	-6	i	7
COc1ccc(C(c2nnnn2CC2CCCO2)N2CCN(c3ccc(F)cc3)CC2)cc1 (centres undefined)	-6	i	20
C=CCn1c(O)c(N=O)c2cc(C)ccc21	-18	i	4
C#CCOCCOCCOCCNc1nc(N2CCOCC2)nc(N2CCN(C(=O)[C@H](CC(N)=O)n3cc(C(N)[C@@H](C)CC)nn3)CC2)n1 (some centres undefined)	-4	.	8
O=S(N1CCCCCC1)C12CC3CC(CC(C3)C1)C2 (centres undefined)	-4	i	11
CC1(c2ccc3ccccc3c2)NC(=O)N(CC(=O)Nc2ncccc2O)C1=O (centres undefined)	-8	.	5
COc1ccc(S(=O)(=O)N2CCCCCC2)cc1NC(=O)Cc1ccccc1F	14	i	-3
CCC[C@@H](CN1CCC[C@H]1CN1C(N)=NC[C@@H]1Cc1ccccc1)N1C[C@@H]([C@H](C)CC)N(CCc2ccc(Cl)c(Cl)c2)C1=N	3	.	2
COc1cccc(-c2cc(C(F)(F)F)nc(-n3cc(Cl)cn3)n2)c1	-67	i	10
C#CC(=O)CCC1CCCN1C(=O)OC(C)(C)C (centres undefined)	-24	.	6
O=C(c1ccc(Cl)cc1)N1CCCCC(Sc2nnc(-c3ccc4c(c3)OCO4)o2)C1=O (centres undefined)	-44	i	14
CC(C)(C)c1cc(/C=N/O)cc(C(C)(C)C)c1O	-5	i	12
CCc1cc2c(=O)c(-c3nc(C)cs3)coc2cc1O	12	i	82*
Cc1cc(NS(=O)(=O)c2ccc(NC(=O)c3ccccc3F)cc2)no1	-8	.	0
CCCN(CC(=O)Nc1cc(Cl)ccc1Cl)C(=O)c1ccccn1	-3	.	3
O=C(Nc1ccc(Cl)cc1)c1ccc(OCC2CCCO2)cc1 (centres undefined)	-1	i	6
Cc1ccc(OCC(=O)OCC(=O)NC2CCCC2)cc1C	11	.	9
CCOC(=O)c1ccc(NC(=O)Cn2ncc(Cl)c(Cl)c2=O)cc1	17	i	7
COc1ccc(C(CNC(=O)c2ccco2)N2CCCCC2)cc1 (centres undefined)	-18	i	4
CC(C)C(=O)Nc1c(-c2ccc(Cl)cc2)c(=O)c2ccccc2n1C	-16	i	6
CCOC(=O)Cc1cc(=O)c2c(=O)n(-c3ccccc3)[nH]c2[nH]1	-5	i	12
Cc1ccc(S(=O)(=O)N2CCCC2C(=O)NCc2ccncc2)cc1 (centres undefined)	-26	i	22
O=C(NC(c1ccccc1)C(Cl)(Cl)Cl)c1ccccc1 (centres undefined)	-31	i	27
CSc1nc(Cl)cc(=O)[nH]1	-7	i	8
Cc1sc2ncn(CC(=O)N3CCOCC3)c(=O)c2c1-c1ccccc1	-8	i	11

3 structures out of the list, arranged by number of heavy atoms, smallest number first:
smiles	OX1R antag-1	CHT allo act	OX1R antag-2
CC1(C)CC(=O)NC=C(c2ccccc2)C1	-18	i	11
COC(=O)CCCC(=O)N1CCCC(C(=O)c2ccc(-c3ccccc3)cc2)C1 (centres undefined)	-36	i	12
Cc1ccc(C(C(=O)NC2CCCCC2)N(C(=O)Cc2c[nH]c3ccccc23)c2ccccc2C)o1 (centres undefined)	-20	i	9

The listing continues:
smiles	OX1R antag-1	CHT allo act	OX1R antag-2
COC(=O)c1c[nH]n2c(=O)c(Cl)c(C)nc12	-5	i	8
CO/N=C/c1ccc(Oc2ccc(C)cc2)nc1	-7	i	11
COc1ccc(/C=C/C(=O)c2nc3ccccc3n2CC(=O)c2ccc(OC)cc2)cc1	1	i	28
Cc1nc2c(ncn2-c2ccccc2)c(=O)n1NC(=O)CN1CCOCC1	-17	i	3
COCCN(C(=O)c1cccc(OC)c1)c1nnc(-c2ccncc2)s1	-11	i	32
CC(C)CCNC(=O)C12CN(Cc3ccccc3)CC1C(c1cccc([N+](=O)[O-])c1)=NO2 (centres undefined)	-17	i	15
O=c1[nH]c2c(s1)C(c1ccco1)C1C3CCC(C3)C1S2 (centres undefined)	0	i	12
N#Cc1cn(CC(=O)N2CCCc3ccccc32)c2ccccc12	-13	i	9
N#Cc1ccccc1N/C=C/C(=O)c1ccc(Cl)cc1	-25	i	11
CCNc1nc(OC)nc(Oc2ccc(C(=O)OC)cc2)n1	3	i	5
CCCCN1C(=O)C(=O)N(CC(=O)N2N=C3/C(=C/c4ccco4)CCCC3C2c2ccco2)C1=O (centres undefined)	-17	i	23
CCOc1ccccc1C(=O)Nc1nnc(Cc2ccc(OC)c(OC)c2)s1	-24	i	4
COc1ccc(CN2C(=O)c3cccnc3C2=O)cc1S(=O)(=O)NCc1ccc(C)o1	-29	i	30
Cc1ccc(NC(=O)CCNC(=O)Cn2ccc3ccccc3c2=O)cc1F	-16	i	4
CSc1nc(N)nc(SCCS(=O)(=O)c2ccc(Cl)cc2)c1C#N	21	i	15
Cc1sc2ncnc(N3CCN(S(=O)(=O)c4ccc(Br)cc4)CC3)c2c1C	-23	i	21
O=C(Nc1ccccc1C(=O)Nc1ccc(Cl)cc1)c1cccnc1	-18	i	-5
COc1cccc(CC(=O)Nc2cc(S(=O)(=O)N3CCOCC3)ccc2N2CCOCC2)c1	-29	i	3
CC(=O)NC(NC(=S)Nc1ccc(C)cc1C)C(Cl)(Cl)Cl (centres undefined)	4	i	4
CCCNC(=O)N1CCN(S(C)(=O)=O)CC1	-15	i	15
O=C(CCN1C(=O)/C(=C\c2cccc(Br)c2)SC1=S)NCCCN1CCOCC1	-34	i	15
O=C(Nc1ccccn1)c1cc(-n2cnnc2)ccc1Cl	8	i	6
O=C(CSc1ccc2nnc(-c3ccccc3)n2n1)NCc1ccco1	-7	i	1
Cc1ccc(NC(=O)CN(C)C(=O)COc2cc(F)ccc2[N+](=O)[O-])cc1	-11	i	-3
CNC(=O)c1ccsc1NC(=O)c1ccc2c(c1)CCCC2	-10	i	40

(more compounds)
Second line of a record – OX1R antag-1	CHT allo act	OX1R antag-2
O=C(O)c1ccc(/C=N/NC(=O)c2cc3ccccc3cc2O)cc1
  -2	.	1
CCc1ccc(C(=O)NC(CCSC)C(=O)O)cc1 (centres undefined)
  -5	i	7
COc1ccc(-c2ocnc2C(=O)N2CCN(Cc3cccnc3)CC2)cc1
  -13	i	8
O=C(N/N=C/c1cc(Br)c(O)c(Br)c1)c1cccc(C(F)(F)F)c1
  -15	i	28
COc1ccc(C(=O)O)cc1S(=O)(=O)NC1CCN(Cc2ccccc2)CC1
  -14	.	3
CCN(CC)c1ccc(/C=N/NC(=O)c2ccco2)c(O)c1
  36*	i	68*
O=C1Nc2ccccc2N2CCCC12 (centres undefined)
  -19	i	7
COc1ccc(-c2cc(C(F)(F)F)n3ncc(C(=O)N(C)Cc4ccccc4)c3n2)cc1
  -52	i	15
COc1ccc(CCNC(=O)CCS(=O)(=O)c2ccc3c(c2)oc(=O)n3C)cc1OC
  -12	i	3
C=CCn1c(C)nnc1SCC(=O)N1CCN(S(=O)(=O)c2ccccc2)CC1
  -2	i	1
CC(=O)Nc1ccc(SCC(=O)c2cc(C)n(CC(F)(F)F)c2C)cc1
  -17	i	16
O=C(Nc1ccc(Cl)c(Cl)c1)c1ccncc1
  -15	i	32
O=C(O)C1CC=CCC1C(=O)Nc1ccc(S(=O)(=O)N2CCCc3ccccc32)cc1 (centres undefined)
  4	i	17
O=C1CC2(CCN(C(=O)c3cccc(Cl)c3)CC2)Oc2ccccc21
  -27	i	24
Cc1cc(C)nc(S/C=C/C(=O)c2ccccc2F)n1
  -13	i	1
N#Cc1c(NC(=O)CSc2nnnn2C2CCCC2)sc2c1CCCC2
  -29	i	-3
COc1ccc(CCNS(=O)(=O)c2ccccc2[N+](=O)[O-])cc1OC
  -19	i	19
Clc1cccc2c1CCN(Cc1nc(-c3cnccn3)no1)C2
  -26	i	32
C=CCN(C(=O)CSc1nc2c(sc3ccccc32)c(=O)n1CCN(CC)CC)c1ccccc1
  -27	i	29
O=c1c2c([nH]c3ccccc13)CCCC2
  -4	i	14
O=C(CNC(=O)c1cccc(F)c1)N/N=C/c1cccs1
  -17	i	9
O=C1c2cccc(OCc3ccc(F)cc3)c2CCN1Cc1ccccc1
  -1	i	11
O=C(CC1(O)C(=O)N(Cc2ccccc2)c2ccccc21)c1ccncc1 (centres undefined)
  -21	i	19
CCCCOP(=O)(OCCCC)C(Nc1ccc(C(=O)OCC)cc1)c1ccncc1 (centres undefined)
  -25	i	29
CC(C)CNC(=O)c1cccc(NC(=O)CSc2ccc(Cl)cc2)c1
  -38	i	23
CCCCc1noc2c1/C(=N\O)CC(c1ccccc1)C2 (centres undefined)
  5	i	11
C=CC(=O)Nc1ccc(CN2C(=O)N(c3c(Cl)c(OC)cc(OC)c3Cl)Cc3cnc(NCCCCN(CC)CC)nc32)cc1
  -9	.	7
COc1cnc(-c2ccccn2)nc1N(C)C
  -16	i	24
O=S(=O)(/N=C(/Nc1ccccc1)c1ccccc1)c1cccs1
  -21	i	19
N#Cc1nc(Cc2cccc3ccccc23)oc1NCCCN1CCOCC1
  -1	i	8

With a hit mark in OX1R antag-2, of those listed so far:
SMILES,OX1R antag-1,OX1R antag-2
CCc1cc2c(=O)c(-c3nc(C)cs3)coc2cc1O,12,82*
CCN(CC)c1ccc(/C=N/NC(=O)c2ccco2)c(O)c1,36*,68*

The results go on:
Second line of a record – OX1R antag-1	CHT allo act	OX1R antag-2
O=C(NCc1ccncc1)C1CCN(S(=O)(=O)c2ccccc2)CC1
  15	i	17
COc1cccc(CN(C)C(=O)c2ccc3nccnc3c2)c1
  -5	i	16
Cc1sc(NC(=O)CN2CCOCC2)nc1-c1ccc2c(c1)CCN2S(=O)(=O)c1ccccc1
  42	i	20
COc1cccc(C#Cc2c(C=O)n(C)c3ccccc23)c1
  -23	.	6
C/C(=N/NC(=O)CNC(=O)c1ccccn1)c1cccc([N+](=O)[O-])c1
  -10	i	36
Cc1ccc(NC(=O)c2cccc(OCc3c(C)noc3C)c2)c(C)c1
  -19	i	19
CCOC(=O)C(C)Sc1nnc(NC(=O)c2ccc3c(c2)OCO3)s1 (centres undefined)
  -24	i	7
Cc1ccc(S(=O)(=O)CC(c2ccccc2)N2CCOCC2)cc1 (centres undefined)
  -17	i	-1
CCCCCCCCCCC(=O)NNC(=O)c1c(O)c2ccccc2n(CC)c1=O
  5	i	12
